All columns: NCI-60 one-dose screen, growth in % after 48 h at 10 µM unless noted; 100 = growth as untreated, 0 = no growth, -100 = all killed.
A498 = A498 renal cancer cells; actives 5.4% (n = 76,000)
ACHN = ACHN renal cancer | actives 4.9% (n = 81,000)
U251 = U251 CNS tumor cells; actives 5.4% (n = 80,000)
RXF 393 = RXF 393 renal cancer cells; actives 6.9% (n = 77,000)
UO-31 = UO-31 renal cancer; actives 5.2% (n = 81,000)
TK-10 = TK-10 renal cancer cells | actives 3.9% (n = 81,000)
SN12C = SN12C renal cancer cells. actives 3.8% (n = 81,000). AID 1794767
786-0 = 786-0 renal cancer cells; actives 5.1% (n = 81,000); AID 1794775
CAKI-1 = CAKI-1 renal cancer. actives 4.7% (n = 75,000)
An asterisk follows results filed as active; . = no result given. How the source made its calls: active means growth percent below 10; inactive means the rest.

Compound	A498	ACHN	U251	RXF 393	UO-31	TK-10	SN12C	786-0	CAKI-1
COC(=O)[C@@]1(/C=C/c2ccccc2)C(=O)N(c2ccc(OC)cc2)[C@@]1(C(=O)OC)c1ccc([N+](=O)[O-])cc1	85	102	89	86	85	101	92	91	86
Oc1ccc(-c2nnc(-c3cccnc3)o2)cc1	88	112	98	116	96	97	100	103	105
O=C(NCCNc1nccc(-n2ccc3cccnc32)n1)c1c(F)cccc1F	114	102	104	105	100	125	110	103	96
O=C(CNn1c(COc2ccccc2)nc2ccccc2c1=O)Nc1ccccc1	115	94	100	107	78	140	87	108	87
CC(=O)N(CC#Cc1cccc(C(N)=O)c1)C[C@H]1C[C@@H](n2ccc3c(Cl)ncnc32)[C@H](O)[C@@H]1O	83	104	99	108	93	96	101	104	98
N#Cc1ccc(/C=C/c2cn(-c3ccccc3)nc2-c2cccc([N+](=O)[O-])c2)cc1	97	33	47	67	79	77	48	59	71
CS(=O)(=O)Nc1ccc(C(=O)NC(C(=O)NO)c2ccc(-c3cc(F)cc(F)c3)cc2)cc1 (stereo not drawn)	105	102	95	98	80	110	96	101	98
O=C(O)c1ccc2ccccc2c1C(=O)O	106	96	94	128	88	.	104	97	97
O=C(CSc1ccc(-c2ccc(Br)cc2)nn1)Nc1nc2ccccc2[nH]1	107	102	101	.	82	104	88	104	87
COc1cc2c(cc1-c1c(C)noc1C)ncc1nc(CN3CCOCC3)n([C@H](C)COC(F)F)c12	-7.0*	36	61	35	14	2.8*	57	45	35
C(=N/Nc1ncnc2nc[nH]c12)/c1ccccn1	55	23	33	67	3.2*	56	37	21	-25*
CN1C(=O)N(C)C2NC(=NCCO)NC21 (stereo not drawn)	108	95	100	92	87	101	86	100	94
Clc1ccc(Nc2ncnc3c2sc2ncccc23)cc1	19	15	28	33	-14*	59	20	14	15
Cc1c(Br)cccc1NC(=O)c1c(N)c2cc3c(nc2n1C)CCCC3	68	.	93	99	77	104	86	104	.
NCCC[C@H](N)C[C@H]1O[C@@H](n2cnc3c(N)ncnc32)[C@H](O)[C@@H]1O	102	102	111	124	90	101	103	103	97
COc1cccc(COc2ccc(/C=C3\Oc4cc(O)ccc4C3=O)cc2)c1	131	-32*	51	-19*	-65*	2.7*	66	-58*	-23*
CN(C)C(=O)Oc1ccc[n+](C)c1	114	104	97	119	91	117	109	99	97
CCCc1nc2nc3c(c(C)nn3-c3ccccc3)c(-c3ccc(Cl)cc3)c2c(=O)[nH]1	83	104	.	97	86	93	110	94	93
Cc1ccc(C(CN(C)C)C(=O)c2ccccc2)cc1 (stereo not drawn)	61	-2.9*	42	44	53	45	36	-21*	52
COc1ccc(/C=N\NC(=O)c2cnn(CC(O)c3ccccc3)c2N)cc1OCc1cccc(F)c1 (stereo not drawn)	84	80	73	59	91	107	97	84	79
COc1cc2nc(N3CCC[C@H](NC(=O)c4ccco4)C3)nc(N)c2cc1OC	102	97	90	107	89	101	103	99	99
COc1cc2cc(Oc3ccc(NC(=O)c4cccc(C(F)(F)F)c4)cc3)c(C)nc2cc1OCCN1CCOCC1	87	102	98	101	86	99	96	80	88
O=S(=O)(Nc1ccc2c(c1)OCO2)c1ccc(-c2cnc(C3CC3)o2)cc1	.	44	27	35	46	74	37	46	41
O=S(=O)(c1ccc(N/N=C\c2ccc(Cl)c(Cl)c2)cc1)c1ccc(N/N=C/c2ccc(Cl)c(Cl)c2)cc1	.	105	.	118	90	.	.	111	97
C#CC(CCC)OC(C)=O (stereo not drawn)	103	96	98	118	93	109	102	110	72
CCCCCCCC(=O)Oc1ccc(Cl)cc1	80	100	97	94	88	103	105	115	98
COc1ccc(C(=O)COc2ccc(/C=C3\COc4ccc5ccccc5c4C3=O)cc2)cc1	78	97	88	.	15	117	97	103	86
CC(=O)[C@H]1CC[C@H]2[C@@H]3CCC4=CC(=O)C=C[C@]4(C)[C@H]3CC[C@]12C	60	.	95	125	88	106	96	100	88
CCc1c(C(=O)N[C@@H](CO)Cc2ccc(Cl)cc2)[nH]c2ccc(Cl)cc12	70	69	67	94	67	84	16	84	.
CCOC(=O)c1ccc2c(c1)nc(/C=C/c1ccc(Cl)cc1)n2-c1cc(C(C)(C)C)[nH]n1	59	24	51	21	47	60	75	43	92
CNNC(=O)C(O)C(C)(C)CO (stereo not drawn)	100	104	108	110	.	97	93	99	91
CC(C)C(NC(=O)OCc1ccccc1)C(=O)N(C(=O)NC1CCCCC1)C1CCCCC1 (stereo not drawn)	82	77	80	71	63	93	75	83	67
COc1cccc(/C=C2\Oc3cc(OCCCN4CCCCC4)ccc3C2=O)c1	71	113	83	107	65	99	91	86	84
CCOC(=O)c1cccc([N+](=O)[O-])c1	90	108	97	102	91	99	.	97	102
CC1=C(C(=O)/C=C/c2ccc([N+](=O)[O-])cc2)C(c2ccccc2)NC(=S)N1 (stereo not drawn)	.	101	97	103	76	112	96	100	89
O=C(CSc1nnnn1-c1ccccc1)Nc1ccc(Oc2ccccc2)cc1	103	100	101	111	77	119	88	102	107
Clc1cc(Cl)c(C[N+]23CN4CN(CN(C4)C2)C3)cc1Cl	106	108	90	.	108	101	107	97	.
COC(=O)/C=C1\SC(=Nc2ccc(C#N)cc2)N(CCc2c[nH]c3ccccc23)C1=O	98	102	79	95	83	77	92	97	.
O=C1C(=O)N(c2ccc(Cl)cc2)C(=O)C(=O)C1c1nc2ccccc2s1	84	103	99	103	76	125	105	111	95
CCOc1ccc(N2C(=O)N(c3ccc(SC)cc3)C(=N)C2=S)cc1	99	95	92	127	73	111	104	100	90
Nc1nc(N=Nc2ccc(O)cc2)cc(=O)[nH]1	.	105	94	74	94	120	101	105	91
COC(=O)c1cc(NC(=O)OCc2ccccc2)nn1C	99	122	105	69	.	106	101	86	98
COc1ccc(C(=O)/C=C/C(=O)O)cc1	99	117	103	125	96	116	104	106	97
O=C(Nc1ccc(Cc2ccc(NC(=O)Nc3cccnc3)cc2)cc1)Nc1cccnc1	95	91	91	82	91	86	95	92	97
O=C(/C=C/c1ccc(F)cc1)c1ccc(Nc2nc(NCCO)nc(Nc3ccc(Cl)cc3)n2)cc1	70	71	27	51	71	93	94	70	74
C/C(=N/O)c1ccc(NC(=O)CSc2nnc(-c3ccc(-c4nc5ccccc5[nH]4)cc3)o2)cc1	142	97	92	91	96	110	91	97	102
COC(=O)C[C@](O)(CCCC(C)(C)O)C(=O)O[C@@H]1C(OC)=C[C@]23CCC(=O)N2CCc2cc4c(cc2[C@H]13)OCO4	120	110	115	.	78	113	127	104	96
Fc1ccc(C2=NN(c3ccc(Cl)cc3)C(c3cccc(Nc4ccnc5cc(C(F)(F)F)ccc45)c3)C2)cc1 (stereo not drawn)	88	94	89	77	62	84	100	99	.
COc1ccc2c(c1)=C(c1sc(Nc3nnc(C)s3)nc1O)C(=O)N=2	98	111	98	114	87	104	100	98	.
CN(C)Cc1ccccn1	.	102	99	100	88	105	100	97	97

Going on with the list:
Every second line gives: A498	ACHN	U251	RXF 393	UO-31	TK-10	SN12C	786-0	CAKI-1
CC(C)c1nc(CN(C)C(=O)N[C@H](C(=O)N[C@@H](Cc2ccccc2)C[C@H](O)[C@H](Cc2ccccc2)NC(=O)OCc2cncs2)C(C)C)cs1
    50	93	86	99	81	97	90	92	84
CCCN(CCC)CN(CCC)CCC
    92	102	98	98	85	106	.	95	96
O=c1c2ccccc2ccn1O
    104	103	94	96	85	107	97	103	102
N#Cc1cccc(C(Br)S(=O)(=O)c2ccccc2)c1 (stereo not drawn)
    .	114	99	100	93	100	101	112	78
CC/C=C\C/C=C\C/C=C\CCCCCCCCOc1cccc(CCOP(=O)(O)OCC[N+](C)(C)C)c1
    95	100	98	105	93	98	93	102	87
CCCCCCN(CCCCCC)C(=O)C(C)O (stereo not drawn)
    97	109	.	107	83	100	104	100	107
N#CCCC1(CCC#N)CCCC(CCC#N)(CCC#N)C1=O
    85	97	108	106	74	101	104	109	116
CC1(c2ccc3ccccc3c2)CCC(=O)O1 (stereo not drawn)
    113	101	100	104	81	94	102	103	100
CCOC(=O)C1(Cc2ccccc2C#N)CCCCC1=O (stereo not drawn)
    82	104	97	109	81	104	99	114	107
Nc1ncnc2c1C(c1ccc(F)cc1)c1sc3c(F)cccc3c1O2 (stereo not drawn)
    96	85	92	93	64	124	97	101	75
COc1ccc(C2CC(c3ccco3)=NN2c2ccc(S(N)(=O)=O)cc2)cc1 (stereo not drawn)
    92	100	98	94	89	.	106	93	97
N#Cc1c(N2CCNCC2)nc2sc3cc(Cl)c(Cl)cc3n2c1=O
    142	97	108	58	74	172	104	122	96
COC(=O)C1=CN(C)C(c2ccccc2)C=C1 (stereo not drawn)
    97	101	96	108	85	91	103	101	96
C[C@@H](Nc1ncnc2ccc(-c3cnc(Cl)c(NS(C)(=O)=O)c3)cc12)c1ccccc1
    -22*	43	68	-17*	27	3.2*	30	45	10
O=C(NNC(=O)c1cccc2ccccc12)c1cccc(F)c1
    116	111	106	126	81	110	99	101	100
O=C(NCCNc1nccc(Nc2ccc(S(=O)(=O)Nc3ccccn3)cc2)n1)C(Cl)(Cl)Cl
    .	101	100	136	91	102	98	108	98
Cc1ccc(N(CC(=O)Nc2ccc(S(=O)(=O)NC3CCN(C)CC3)cc2)S(=O)(=O)c2ccc(Cl)cc2)cc1
    85	97	20	36	83	105	85	87	89
Cc1cc(N/N=C/c2nc(-c3ccc(Br)cc3)oc2C)c2cc(Cl)ccc2n1
    86	87	14	85	87	114	48	34	96
Cc1cccc(/C=N/N=C2\C(=O)Nc3ccc(F)cc32)c1
    55	98	87	.	76	122	93	88	80
O=C(O)c1cc2c([nH]c3ccc(Cl)cc32)c(=O)s1
    .	100	105	117	75	112	107	106	88

5 records drawn at random from the list so far:
Every second line gives: A498	ACHN	U251	RXF 393	UO-31	TK-10	SN12C	786-0	CAKI-1
O=C(NNC(=O)c1cccc2ccccc12)c1cccc(F)c1
    116	111	106	126	81	110	99	101	100
O=C(NCCNc1nccc(Nc2ccc(S(=O)(=O)Nc3ccccn3)cc2)n1)C(Cl)(Cl)Cl
    .	101	100	136	91	102	98	108	98
COC(=O)C1=CN(C)C(c2ccccc2)C=C1 (stereo not drawn)
    97	101	96	108	85	91	103	101	96
Cc1ccc(N(CC(=O)Nc2ccc(S(=O)(=O)NC3CCN(C)CC3)cc2)S(=O)(=O)c2ccc(Cl)cc2)cc1
    85	97	20	36	83	105	85	87	89
CCCN(CCC)CN(CCC)CCC
    92	102	98	98	85	106	.	95	96
